Source: PubChem BioAssay (National Center for Advancing Translational Sciences (NCATS))
BLM inh: qHTS Assay for Inhibitors of Bloom's syndrome helicase (BLM). Potency, µM (titrated, usually from 56.1 µM), for the others: at the highest dose activity change, negative = inhibition, most hits filed as inhibitors. RecQ-like DNA helicase BLM (Homo sapiens), P54132. recombinant BLM DNA unwinding, fluorescence dequenching. AID 2528, 2010. 350,000 compounds, 0.2% hits;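 further: potency means the concentration at half of the fitted maximal effect; plate controls were vehicle for no effect and no enzyme for full effect; nearly all actives have a fitted effect of over 35% in size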
RXFP1 antagonist: qHTS Assay for Antagonists of the Relaxin Receptor RXFP1 | activity change, negative = inhibition, % at 57.5 µM | HEK293-RXFP1, relaxin-stimulated cAMP HTRF, 30 min; hits give low values | 350,000 compounds, 0.59% hits;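 active means activity change of -60% or lower, but not beyond a set lower limit; inconclusive means change between -60% and -40%, or beyond the set limit; inactive means change above -40%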; further: on the % scale 0 is the no-effect control and ±100 the full control effect
Target sequence (Q9HBX9 whole entry, looked up): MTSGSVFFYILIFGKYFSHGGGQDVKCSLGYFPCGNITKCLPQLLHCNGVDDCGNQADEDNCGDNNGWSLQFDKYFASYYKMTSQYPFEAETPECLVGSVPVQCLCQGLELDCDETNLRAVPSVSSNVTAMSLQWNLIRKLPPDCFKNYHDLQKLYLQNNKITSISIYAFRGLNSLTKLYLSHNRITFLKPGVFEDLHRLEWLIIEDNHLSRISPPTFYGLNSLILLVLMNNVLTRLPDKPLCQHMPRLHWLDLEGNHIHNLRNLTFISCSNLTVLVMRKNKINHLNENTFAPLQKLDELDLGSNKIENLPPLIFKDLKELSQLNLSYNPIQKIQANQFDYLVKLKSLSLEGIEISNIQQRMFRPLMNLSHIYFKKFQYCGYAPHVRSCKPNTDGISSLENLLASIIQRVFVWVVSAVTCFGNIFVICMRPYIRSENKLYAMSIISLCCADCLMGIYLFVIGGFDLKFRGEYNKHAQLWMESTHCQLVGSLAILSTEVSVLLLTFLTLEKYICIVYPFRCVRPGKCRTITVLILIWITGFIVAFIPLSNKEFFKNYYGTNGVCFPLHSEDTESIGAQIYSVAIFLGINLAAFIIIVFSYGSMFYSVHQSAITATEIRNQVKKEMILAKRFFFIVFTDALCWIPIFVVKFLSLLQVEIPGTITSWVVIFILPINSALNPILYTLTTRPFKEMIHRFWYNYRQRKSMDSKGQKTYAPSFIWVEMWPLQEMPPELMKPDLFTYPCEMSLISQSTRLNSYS
APEX1 inh: qHTS Assay for Inhibitors of the Human Apurinic/apyrimidinic Endonuclease 1 (APE1); DNA repair nuclease/redox regulator APEX1 (Homo sapiens), P27695; recombinant APE1, TAMRA/BHQ-2 abasic DNA cleavage fluorescence; Potency, µM (top dose mostly 65.8 µM), for inactives: at the highest dose activity change, negative = inhibition, most hits filed as inhibitors; 350,000 compounds, 0.35% hits; AID 2517, 2012;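 further: potency means the concentration at half of the fitted maximal effect; plate controls were vehicle for no effect and reference inhibitor for full effect; nearly all actives have a fitted effect of over 55% in size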
Target sequence (P27695 whole entry, looked up): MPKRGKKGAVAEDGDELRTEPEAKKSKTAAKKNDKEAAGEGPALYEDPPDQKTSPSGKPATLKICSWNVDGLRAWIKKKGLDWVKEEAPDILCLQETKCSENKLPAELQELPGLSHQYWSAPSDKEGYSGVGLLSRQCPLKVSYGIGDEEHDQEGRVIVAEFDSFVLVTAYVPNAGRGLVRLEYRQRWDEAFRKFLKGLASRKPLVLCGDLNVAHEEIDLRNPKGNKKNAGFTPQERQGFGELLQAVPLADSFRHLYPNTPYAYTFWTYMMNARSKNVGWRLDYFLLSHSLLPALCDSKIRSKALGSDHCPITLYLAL
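Kinetic fluorescence read (525 ex/598 em nm, three reads 60 s apart) of AP-site incision; signal = third minus first read. Enzyme 0.75 nM, dual-labelled THF duplex 50 nM, compound preincubation 15 min RT.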
Pol iota inh: qHTS for Inhibitors of Polymerase Iota; DNA polymerase iota (Homo sapiens), Q9UNA4; Pol iota fluorescent replication assay, 10 min; Potency, µM (highest dose often 115 µM), for the others: at the top dose activity, negative = inhibition, hits mostly inhibitors; 390,000 compounds, 1% hits; AID 588590, 2011; further: potency means the concentration at half of the fitted maximal effect
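Fluorescent replication assay read twice, at 0 min and 10 min after adding 50 nM (final) substrate. Enzyme (10 nM) and compounds were first incubated 15 min at room temperature; enzyme-free buffer wells were negative controls.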
Anesthetic bind: qHTS Assay for Identification of Novel General Anesthetics; apoferritin/1-aminoanthracene competitive binding, fluorescence; Ferritin light chain (Equus caballus), P02791; 350,000 compounds, 0.074% hits; Potency, µM (highest dose often 77.5 µM), inactives show at the top dose activity change, negative = displacement, hits mostly inhibitors; further: potency means the concentration at half of the fitted maximal effect; on the % scale 0 is the no-effect control and ±100 the full control effect; nearly all actives have a fitted effect of over 20% in size
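Horse-spleen apoferritin (10 uM) was mixed with 50% saturated 1-aminoanthracene in PBS, exposed to compounds for 10 min at room temperature, and read for fluorescence (ex 380 nm, em 535 nm). Competitive displacement was fitted with a four-parameter Hill equation.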
POLB inh: qHTS Assay for Inhibitors of DNA Polymerase Beta | P06746 | Pol beta primer extension/strand displacement, fluorescence kinetic | Potency, µM (series often up to 114 µM), for inactives: at the top dose activity change, negative = inhibition, most hits filed as inhibitors | 340,000 compounds, 1.3% hits | AID 485314, 2010; further: potency means the concentration at half of the fitted maximal effect; on the % scale 0 is the no-effect control and ±100 the full control effect
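Homogeneous kinetic assay of primer extension and strand displacement by 10 nM Pol beta, preincubated 15 min at room temperature with compound before 50 nM substrate (final) was added. Read at 0 and 10 min; four-parameter Hill fit.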
Tb PGK inh: qHTS Assay to Find Inhibitors of Phosphoglycerate Kinase. Phosphoglycerate kinase, glycosomal (Trypanosoma brucei brucei), P07378. PGK/GAPDH coupled, Kinase-Glo luminescence, 60 min. Potency, µM (series often up to 57.5 µM), for the others: at the top dose activity change, negative = inhibition, hits mostly inhibitors. 380,000 compounds, 0.043% hits. AID 602233, 2012; further: potency means the concentration at half of the fitted maximal effect; on the % scale 0 is the no-effect control and ±100 the full control effect; nearly all actives have a fitted effect of over 60% in size
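Luminescent ATP detection (Kinase-Glo Plus) follows a 60-minute room-temperature incubation, with wells lacking PGK as controls. Buffer: 100 mM TEA (pH 7.6), 5 mM MgCl2, 0.01% Tween-20. Coupling enzyme GAPDH (100 nM final) supplies unstable 1,3-BPG in-well.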
POLK inh: qHTS for Inhibitors of Polymerase Kappa; purified Pol kappa, fluorescent DNA synthesis assay, 10 min; Potency, µM (highest dose often 107 µM), without a hit: top-dose activity, negative = inhibition, usual class: inhibitors; 400,000 compounds, 0.53% hits; further: potency means the concentration at half of the fitted maximal effect; on the % scale 0 is the no-effect control and ±100 the full control effect
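10 nM Pol kappa was preincubated with compounds for 15 min at room temperature. Reaction started with 50 nM (final) substrate. Fluorescence read kinetically at 0 and 10 min.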
Pol eta inh: qHTS for Inhibitors of Polymerase Eta; recombinant Pol eta, fluorescent DNA replication assay; 390,000 compounds, 1.2% hits; Potency, µM (titrated, usually from 114 µM), for the others: top-dose activity change, negative = inhibition, hits mostly inhibitors; further: potency means the concentration at half of the fitted maximal effect; on the % scale 0 is the no-effect control and ±100 the full control effect
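Pol eta at 10 nM preincubated with compounds 15 min at room temperature; reaction started with fluorescent substrate (50 nM final) and read kinetically at 0 and 10 min.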
* hit, by the source's call; i = inactive; ? = inconclusive; · = no result given; [ ] = another dose, or the depositor's remark. Unless noted, the call rests on the fitted dose curve; in most records, active means well fitted curve in the direction sought with a large enough effect; inconclusive means small, poorly fitted or top-dose-only effect, or another doubt; inactive means no such curve, though single readings can be large; an effect the other way counts as inactive or inconclusive.

Below each SMILES: Anesthetic bind, POLK inh, APEX1 inh, RXFP1 antagonist, Pol iota inh, Pol eta inh, BLM inh, Tb PGK inh, POLB inh
COCCCNC(=O)CC1C[C@H](C(=O)N2CCOCC2)[C@@]2(C)c3[nH]c4ccc(OC)cc4c3CCN2C1=O (stereo not given in full)
  ·, 4.8%, -25.9%, ·, -15.5%, 3.4%, ·, -6.2%, ·
COc1cc(NC(=O)NC(C)(C(F)(F)F)C(F)(F)F)cc(OC)c1OC
  -18.1%, -7.7%, -0.5%, -0.5, 13.8%, -10.9%, -4.5%, -8.8%, 1.5%
CCOc1ccccc1OCC(=O)NN=C1CCCC(=O)C1
  ·, -26.9%, 49.6%[activator], 2.2, 79.5%[activator], 5.4%, ·, -6.4%, ·
COc1ccc2c(c1)OC[C@H]1[C@H]2N2C(=O)CN(Cc3ccc(F)cc3)C(=O)[C@@]2(C)[C@H]1c1ccccc1
  ·, 1.8%, -0.4%, ·, 21.1%, -18.9%, ·, -13.5%, ·
COc1ccc(C(=O)N2CCN(c3ccc(C)cc3C)CC2)cc1OC
  -12.6%, -35.2%, -5.2%, -12.5, -15.9%, -20.2%, -0.9%, -2.2%, -7.3%
CCCCCc1ccc(OCCCC[n+]2ccc(C)cc2)c(CCCCC)c1
  ?, -15.4%, 8.9%, -20.3, -10.9%, -11.2%, 57.6%[activator], 1.1%, 20.1%
c1ccc2c(c1)NCCS2
  -9.8%, 0.5%, 0.1%, -37.2, -2.8%, -17.4%, -7.3%, i, 16.9%
OC(COCc1cccs1)CN1CCCCCC1 (stereo not given)
  -18.9%, -12.5%, 4.2%, -3.7, 1.5%, -5.7%, 3.6%, 0.7%, 21.0%
Fc1ccc(CSc2nnc(-c3cccnc3)n2Cc2ccco2)cc1
  -11.8%, -3.1%, 17.7%, -9.4, -7.5%, -2.5%, -4.3%, -9.8%, 11.5%
COc1ccccc1N1CCN(C2CCCN(C(=O)c3ccoc3C)C2)CC1 (stereo not given)
  -9.9%, -11.6%, -1.8%, 11.1, 15.4%, -2.3%, -1.2%, -4.9%, 16.8%
COCCCN(C(=O)CCOc1ccc(C(C)(C)C)cc1)c1c(N)n(Cc2ccccc2)c(=O)[nH]c1=O
  ·, 0.4%, 12.5%, -6.3, 52.5%[activator], -22.3%, ·, -4.4%, ·
CCCCN1CC(=O)N2[C@H](c3ccc(OC)cc3)[C@@H]3C(=O)N(CC)C(=O)[C@@H]3[C@]2(C)C1=O
  -2.2%, -19.6%, -1.9%, ·, ?, -2.9%, -2.0%, -9.7%, 1.5%
COCC(=O)N1CCCC(C(=O)c2ccc(-c3ccccc3)cc2)C1 (stereo not given)
  -12.4%, 8.4%, 8.3%, -2.7, 20.5%, -1.9%, -2.5%, i, 42.0%
COc1ccc(C)cc1NC(=O)C1CCN(S(=O)(=O)c2cccs2)CC1
  -10.9%, -0.8%, 10.8%, 18.0, 144.9%[activator], -20.4%, -1.9%, -7.3%, 27.5%
O=C(c1cccc(N2C(=O)C3C4C=CC(C4)C3C2=O)c1)N1CCN(c2ccc(F)cc2)CC1 (stereo not given)
  1.4%, -7.1%, 10.9%, -3.0, 48.6%[activator], -20.5%, -4.1%, -9.4%, 17.2%
Cc1ccc(C)c(S(=O)(=O)NCc2ccncc2)c1
  -10.1%, -0.6%, -2.7%, 12.5, 21.7%, -10.4%, 0.9%, 8.7%, 22.4%
CC1(C)CC(=O)C2=C(C1)OC(N)=C(C#N)C2c1cc2c(cc1[N+](=O)[O-])OCO2 (stereo not given)
  42.3%[activator], -31.0%, 5.0%, -6.6, ?, ?, -8.4%, i, -15.8%
O=C(CNC(=O)c1ccccc1F)NCCN1C(=O)S/C(=C\c2ccc3c(c2)OCO3)C1=O
  ·, 5.0%, 36.0%, 3.7, 5.0%, -22.6%, ·, -6.9%, ·
COc1ccc(C2=CC(c3ccc(OC)c(OC)c3)n3nnnc3N2)c(OC)c1 (stereo not given)
  130.2%[activator], 0.9%, -1.2%, 14.9, -8.3%, -9.0%, -1.7%, -9.9%, -9.5%
CC(=O)C1CCC2C3CCC4=CC(=O)CCC4(C)C3(Br)C(=O)CC12C (stereo not given)
  ·, -11.8%, ·, -8.4, 86.5%[activator], -23.5%, ·, 1.1%, ·
O=C(Nc1ccc2c(c1)OCO2)C1CC(=O)N(CCc2ccccc2)C1 (stereo not given)
  -22.1%, -22.0%, 4.2%, 1.9, 145.8%[activator], -12.8%, -4.1%, -6.2%, 5.6%
O=C1N[C@@H](c2ccccc2)COC(=O)[C@@H](Cc2ccc(F)cc2)C/C=C\C[C@@H]1CC(=O)N(CCO)Cc1ccccc1
  ·, -8.8%, -5.0%, ·, -2.4%, -1.2%, ·, -1.3%, ·
Cc1cccc(NC(=O)c2ccc(CNS(=O)(=O)c3ccc4c(c3)C(C)(C)C(=O)N4C)cc2)c1
  -3.2%, -16.5%, ·, -30.7, 0.5%, -12.5%, -1.1%, 2.3%, -16.3%
COc1cc(C(=S)N2CCN(c3cccc(Cl)c3)CC2)ccc1O
  -17.0%, 8.2%, 4.1%, -25.3, -17.5%, -9.9%, -7.1%, -6.8%, ?
COc1ccc(CCNC(=O)CCCn2c(=O)c3ccccc3n(Cc3ccccc3C#N)c2=O)cc1OC
  -1.5%, 6.8%, ·, ·, ?, -15.2%, -1.4%, 0.4%, -18.8%
CCC(C)c1cc(S(=O)(=O)N2CCOCC2)ccc1OC (stereo not given)
  -16.1%, -8.4%, -1.4%, -1.2, 4.9%, -16.5%, -2.3%, 2.2%, 4.3%
CCCCS(=O)(=O)c1nc(-c2ccc(Br)cc2)cc(-c2ccccc2)c1C#N
  ?, 4.9%, ·, -6.4, 13.0%, -18.2%, -1.5%, -1.7%, 0.3%
CC(C)CCNC(=O)C(c1cccs1)N(CC1CCCO1)C(=O)Cn1nnc2ccccc21 (stereo not given)
  0.1%, -5.3%, -3.0%, 16.4, -3.7%, -9.0%, -3.2%, 4.9%, 21.9%
COc1ccc(-c2noc(-c3ccc(C)cc3Cl)n2)cc1OC
  8.3%, -17.4%, ·, -3.6, -10.5%, -9.3%, -5.4%, 4.9%, 9.6%
CC(C)CC(C(=O)NCc1ccc(F)cc1)N1Cc2ccccc2C1=O (stereo not given)
  -1.4%, -15.6%, ·, -14.2, 2.4%, -4.6%, -2.9%, -1.1%, -28.8%
CCN(CCn1cccn1)C(=O)CC1C(=O)NCCN1Cc1ccc(OC)c(OC)c1 (stereo not given)
  -8.3%, -4.1%, 3.9%, 18.5, -1.1%, -10.8%, -1.7%, -0.7%, 0.9%
Cc1ccccc1NC(=O)CC1SC(=NC2CCCCC2)NC1=O (stereo not given)
  3.2%, -1.8%, -3.1%, -4.2, 3.6%, -7.7%, 0.9%, i, 40.6%
O=C(Oc1ccc(NC2=C(Cl)C(=O)c3ccccc3C2=O)cc1)c1ccc([N+](=O)[O-])cc1
  -1.8%, -26.2%, 12.3%, 2.5, -14.9%, 1.1%, -2.0%, ·, 44.3%
COc1ccc(S(=O)(=O)Nc2cc3c4c(c2)C(C)C(=O)N4CCC3)cc1OC (stereo not given)
  ·, -5.5%, -17.6%, 13.6, 18.4%, 5.9%, ·, 5.7%, ·
CC(=O)Nc1ccc(S(=O)(=O)NC(CC(=O)NC2CCCCC2C)C(C)C)cc1 (stereo not given)
  3.8%, -1.9%, 1.1%, -3.0, 12.9%, 2.3%, -2.7%, -7.8%, 21.7%
COc1ccc(S(=O)(=O)N2CCC(C(=O)NCCOc3ccccc3F)CC2)cc1OC
  ·, -17.5%, -11.7%, 1.0, 10.8%, -18.3%, ·, -3.2%, ·
Cn1c(=O)[nH]c(=O)c2c1nc(Br)n2CCSc1nnnn1-c1ccccc1
  -15.1%, -5.4%, -5.9%, -2.5, 1.9%, -11.3%, -9.6%, -2.9%, 9.0%
CCN(CC)CCN1C(=O)c2oc3ccccc3c(=O)c2C1c1cccc(Br)c1 (stereo not given)
  -19.5%, -7.8%, -3.1%, 3.1, 4.4%, 3.0%, -0.8%, 1.7%, 16.9%
Cc1cccc(C)c1NC(=O)N1CCCCCCC1
  ?, -7.4%, 3.2%, -3.2, 39.5%[activator], 7.1%, -2.7%, -1.4%, ?
CC(C)NC(=O)CSCc1cccc(Br)c1
  ?, 2.1%, -3.2%, 0.1, 17.7%, -2.5%, -0.5%, -2.1%[11.5 µM], 2.2%
CCC/C=N/NC(=O)c1cccc(Br)c1
  -16.6%, -16.6%, -1.8%, 1.6, 68.5%[activator], -14.7%, -6.5%, -3.5%, ?
Cc1ccc(NC(=O)CN2C(=O)C3CC=CCC3C2=O)cc1S(=O)(=O)N1CCOCC1 (stereo not given)
  -4.8%, 4.5%, -1.7%, -3.8, 63.1%[activator], -17.9%, -2.0%, 1.4%, 1.2%
O=C(CN1C(=O)COc2ccccc21)NCCN1CCC(Cc2ccccc2)CC1
  -7.4%, 5.1%, -0.4%, 2.3, -0.2%, 3.2%, 3.7%, -5.5%, 4.9%

Part of the list above with just POLK inh and Anesthetic bind:
compound,POLK inh,Anesthetic bind
COc1ccc(C2=CC(c3ccc(OC)c(OC)c3)n3nnnc3N2)c(OC)c1 (stereo not given),0.9%,130.2%[activator]
CC(=O)C1CCC2C3CCC4=CC(=O)CCC4(C)C3(Br)C(=O)CC12C (stereo not given),-11.8%,·

These rows are one share of the data; the hit share may differ from the screen's.
